From PubChem
GLS inhibitor: inhibitors of human glutaminase (GLS). GLS enzymatic activity, qHTS titration. Potency, µM (series often up to 45.5 µM), without a hit: top-dose activity change, negative = inhibition, actives largely listed as inhibitors. 410,000 tested, 0.21% active. AID 624170; further: potency means the concentration at half of the fitted maximal effect; on the % scale 0 is the no-effect control and ±100 the full control effect
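hKGA; 45 mM KH2PO4 pH 8.2 + 0.02% Tween-20; cpd via pin tool; 1 mM Gln soln; GluOx/HRP/Amplex Red; RT 30 min; fluor. t0 & final.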
12-LOX inh: blocks human arachidonate 12S-lipoxygenase. purified 12hLO, xylenol orange hydroperoxide absorbance. Potency, µM (doses to about 108 µM), inactives show top-dose activity change, negative = inhibition, usual class: inhibitors. 580,000 tested, 1.1% active; further: potency means the concentration at half of the fitted maximal effect; on the % scale 0 is the no-effect control and ±100 the full control effect
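Purified human 12hLO at 150 nM in 25 mM Hepes, 0.01% Triton X-100, pH 7.0, preincubated 15 min at room temperature with compound. Reaction started with 40 uM arachidonic acid, 30 min at room temperature. Hydroperoxide measured by Fe-xylenol orange, 573/405 nm absorbance ratio.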
BAZ2B inh: blocks human BAZ2B | Potency, µM (series often up to 114 µM), for the others: at the highest dose activity change, negative = inhibition, actives largely listed as inhibitors | Q9UIF8 | AID 504333 | AlphaScreen BAZ2B-H3K14Ac peptide displacement | 360,000 tested, 4.4% active; further: potency means the concentration at half of the fitted maximal effect; on the % scale 0 is the no-effect control and ±100 the full control effect; nearly all actives have a fitted effect of over 60% in size
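Multi-concentration screen (max 110 uM) measuring displacement of acetylated histone H3 peptide from BAZ2B by AlphaScreen, using 50 nM protein, 50 nM peptide and 10 ug/mL streptavidin donor plus Ni-chelate acceptor beads.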
HP1b chromo inh: HP1-beta chromodomain-methylated histone interaction inhibition; Potency, µM (top dose mostly 114 µM), for inactives: at the highest dose activity change, negative = inhibition, usual class: inhibitors; P83916; 390,000 tested, 0.56% active; AlphaScreen HP1-beta / biotin-H3K9me3 peptide binding; further: potency means the concentration at half of the fitted maximal effect; nearly all actives have a fitted effect of over 70% in size; inactives centre near 23
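AlphaScreen: HP1-beta (50 nM) preformed 30 min with biotin-H3(1-18)K9me3 peptide (50 nM) in PBS pH 7.4, 0.01% Tween-20. Compound added for 30 min at RT, then streptavidin donor/nickel chelate acceptor beads (10 ug/mL) for 30 min.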
JMJD2A Tudor: inhibitors of human JMJD2A Tudor domain; O75164; AlphaScreen JMJD2A-Tudor / H3K4me3 peptide binding; Potency, µM (top dose mostly 114 µM), for inactives: top-dose activity change, negative = inhibition, actives largely listed as inhibitors; 390,000 tested, 4.4% active; AID 504339; further: potency means the concentration at half of the fitted maximal effect; on the % scale 0 is the no-effect control and ±100 the full control effect; nearly all actives have a fitted effect of over 50% in size
PI4K2A block: PI4K2A (human) kinase inhibition; Q9BTU6; purified PI4K2A, ADP-Glo luminescence, 1 h; stronger effect = lower value; activity change, negative = inhibition, % at 76.9 µM; 420,000 tested, 0.13% active; in the data active means activity change below about -50%; inconclusive means mostly about -30% to -49%;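 further: -100% = wells without enzyme as full effect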
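ADP-Glo luminescence measured ADP generated by PI4K2A enzyme (4 ug/mL before mixing) with 1.2 mM PI substrate (pre-mix) and 300 microM ATP (pre-mix). Tris pH7.5 buffer with MgCl2, Triton X-100; 1 h reaction at ambient temperature.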
G9a inh: blocks human histone lysine methyltransferase G9a | Q96KQ7 | G9a H3K9 monomethylation, AlphaScreen, 2 h | Potency, µM (doses to about 102 µM), without a hit: at the top dose activity, negative = inhibition, usual class: inhibitors | 350,000 tested, 8.8% active | AID 504332; further: potency means the concentration at half of the fitted maximal effect; on the % scale 0 is the no-effect control and ±100 the full control effect; nearly all actives have a fitted effect of over 75% in size
Target sequence (Q96KQ7 913-1193 limits assumed): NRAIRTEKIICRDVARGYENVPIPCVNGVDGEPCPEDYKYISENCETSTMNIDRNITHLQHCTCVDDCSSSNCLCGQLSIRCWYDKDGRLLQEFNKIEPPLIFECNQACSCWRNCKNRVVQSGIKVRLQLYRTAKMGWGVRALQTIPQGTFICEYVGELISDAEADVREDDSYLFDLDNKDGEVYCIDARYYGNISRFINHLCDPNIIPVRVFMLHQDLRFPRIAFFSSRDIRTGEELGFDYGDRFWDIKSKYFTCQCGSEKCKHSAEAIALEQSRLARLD
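G9a (20 nM) was preincubated 15 min with compound, then reacted 2 h at room temperature with 500 nM biotin-H3K9 peptide and 20 µM SAM. Monomethyl-H3K9 detected by AlphaScreen using anti-H3K9me1 antibody.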
ERG-DNA inh: blocks human ERG Ets domain binding to DNA; fluorescence polarization, His-ERG Ets domain / labelled DNA; Potency, µM (doses to about 76.9 µM), without a hit: at the top dose FP activity, negative = inhibition, actives largely listed as inhibitors; AID 624246; 370,000 tested, 0.028% active; active means well fitted inhibition curve with a large enough effect in the polarisation, with a control signal flat; inconclusive means small, poorly fitted or top-dose-only effect, or effect the other way, or a change in a side signal; inactive means no such curve, though single readings can be large or run the other way; the % refers to the polarisation;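 further: polarization taken with two DNA probes labelled with fluorescein and Texas red; potency means the concentration at half of the fitted maximal effect; % of control where 0% means no effect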
Target sequence (P11308 whole entry, looked up, the tested form may be a part): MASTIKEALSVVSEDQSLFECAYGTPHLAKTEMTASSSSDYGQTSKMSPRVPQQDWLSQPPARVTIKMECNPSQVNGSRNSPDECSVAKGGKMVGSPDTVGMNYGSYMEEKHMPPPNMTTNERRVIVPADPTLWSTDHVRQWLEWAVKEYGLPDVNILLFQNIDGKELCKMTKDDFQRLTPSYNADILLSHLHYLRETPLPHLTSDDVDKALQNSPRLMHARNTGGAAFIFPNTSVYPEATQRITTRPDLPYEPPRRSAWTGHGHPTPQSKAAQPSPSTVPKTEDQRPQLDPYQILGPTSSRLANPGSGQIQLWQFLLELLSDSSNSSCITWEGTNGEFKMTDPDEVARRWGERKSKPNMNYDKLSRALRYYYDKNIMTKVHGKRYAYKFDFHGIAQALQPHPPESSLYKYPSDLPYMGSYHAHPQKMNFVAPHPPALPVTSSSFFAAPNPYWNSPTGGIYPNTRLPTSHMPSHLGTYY
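His-tagged ERG Ets domain (1 uM in the protein solution; 300mM KCl, 50mM Tris-HCl, 1mM EDTA, 1mM DTT, pH 7.5) received compound, then a probe mix of 5 nM fluorescein-DNA and 100nM Texas-615-DNA. Fluorescence polarization was read for both dyes.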
RGS4 inh: human RGS4 inhibition. Potency, µM (top dose mostly 114 µM), for the others: at the highest dose activity change, negative = inhibition, hits mostly inhibitors. 390,000 tested, 0.039% active. Transcreener GDP fluorescence polarization, RGS4-accelerated GTP hydrolysis. P49798; further: potency means the concentration at half of the fitted maximal effect; on the % scale 0 is the no-effect control and ±100 the full control effect; nearly all actives have a fitted effect of over 75% in size; some results filed as inactive show a strong effect at the top dose
Target sequence (P49798 whole entry, looked up): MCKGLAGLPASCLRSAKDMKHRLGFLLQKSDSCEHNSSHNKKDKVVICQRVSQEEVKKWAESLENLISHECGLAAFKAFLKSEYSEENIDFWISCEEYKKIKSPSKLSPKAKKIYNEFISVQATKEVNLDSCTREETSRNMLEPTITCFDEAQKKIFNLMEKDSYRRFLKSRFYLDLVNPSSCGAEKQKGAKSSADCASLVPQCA
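MLSMR compounds (23 nl, pin-transferred) preincubated 10 min at room temperature with a 500nM (2x) first reagent, then RGS4 at 900nM (2x) plus Transcreener GDP mix added; fluorescence polarization (620/688 nm) read before and after 90 min at 30 °C.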
The depositor's hits bear a star; ? = inconclusive; . = not tested or not shown; & = joins results of further samples; [ ] = another dose, or the depositor's remark. Unless noted, the call rests on the fitted dose curve; in most records, active means well fitted curve in the direction sought with a large enough effect; inconclusive means small, poorly fitted or top-dose-only effect, or another doubt; inactive means no such curve, though single readings can be large; an effect the other way counts as inactive or inconclusive. The list is partial; the hit share may differ from the screen's.

1. O=C(/C=C/c1cccc(Br)c1)NC1CCN(Cc2ccccc2)CC1
2. Cc1ccc2nc(N3CCN(c4cccc(C(F)(F)F)c4)CC3)c3nnnn3c2c1
3. CN(CCC1CCCCO1)C(=O)CCc1nnc(CCCCc2ccccc2)o1 (configuration not stated)
4. CCOc1ccccc1NC(=O)Cn1nnc2sc(-c3ccccc3)cc2c1=O
5. Cc1nc2ccn(Cc3cccs3)c(=O)c2cc1C(=O)NCc1ccccc1
6. O=C(Cc1ccc([N+](=O)[O-])cc1)NCc1ccccc1Cl
7. CCOc1ccc(CC(=O)Nc2ccc(S(=O)(=O)N3CCCC3)cc2)cc1
8. CCN(CC)CCOC(=O)C(Cc1ccco1)Cc1cccc2ccccc12 (configuration not stated)

compound no.,1,2,3,4,5,6,7,8
GLS inhibitor,8%,8%,2%,2%,-14%,-6%,-7%,-3%
12-LOX inh,-21%,-13%,0%,?,-14%,-12%,42%[activator],0%
BAZ2B inh,-2%,8%,-1%,-15%,-30%,7%,-2%,.
HP1b chromo inh,7%,84%[activator],49%[activator],21%,-17%,39%,31%,?
JMJD2A Tudor,-18%,34%,7%,-29%,-20%,1%,-10%,13µM*
PI4K2A block,1,-5,-3,-4,1,1,-4,9
G9a inh,9%,16%[59 µM],25%[12.7 µM],0%[59 µM],4%[59 µM],31%[59 µM],22%,.
ERG-DNA inh,-5%,1%,-4%,7%,7%,-17%,15%,0%
RGS4 inh,-2%,-11%,-20%,5%,-6%,-7%,-12%,-10%

9. O=C(NCCN1CCN(c2ccccc2)CC1)c1cccn2c(=O)c3ccccc3nc12
10. O=C1OC(c2ccccc2)/C(=C(/O)c2ccccc2)C1=O (configuration not stated)
11. C=CCn1c(SCC(=O)NC2CC2)nnc1-c1cccs1
12. Cc1ncc([N+](=O)[O-])n1CC(=O)Nc1ccc(Cl)cc1
13. CC(C)CCn1c(SCCc2ccccc2)nc2c1c(=O)[nH]c(=O)n2C
14. CCO[C@H]1OC(C(=O)Nc2ccccc2)=C[C@@H](C2CC2)[C@@H]1CCCO
15. CCNC(=O)c1cc2c(=O)n3cccc(C)c3nc2n(CCc2ccccc2)c1=N
16. Cn1c(CN2CCCCC2)c(C#N)c2ccccc21

compound no.,9,10,11,12,13,14,15,16
GLS inhibitor,15%,24%,-3%,-13%,5%,2%,-10%,-2%
12-LOX inh,-14%,?,-13%,-54%,?,6%,25%,?
BAZ2B inh,4%,0%,-2%,-13%,2%,15%,0%,6%
HP1b chromo inh,1%,0%,36%,26%,-17%,21%,8%,31%
JMJD2A Tudor,-34%,35µM*,-5%,-3%,-19%,-5%,-14%,7%
PI4K2A block,7,3,1,2,-5,0,1,5
G9a inh,-5%,-8%[12.7 µM],11%,20%,?,30%[12.7 µM],-17%[59 µM],28µM*
ERG-DNA inh,3%,5%,-19%,9%,-1%,8%,15%,-6%
RGS4 inh,15%,7%,11%,-7%,-50%,-14%,-38%,13%

17. COC(=O)COc1cc(OCC(=O)OC)c2c(C)c(Cl)c(=O)oc2c1
18. C=CCn1cc(C(=O)NCCOC)c(=O)c2cc(S(=O)(=O)N(CC)CC)ccc21
19. CCn1c(SCc2ccc(F)cc2)nc2c(c1=O)SCC2
20. O=C(COc1ccccc1Cl)NC(=O)NC1CCCCC1
21. O=C(c1nc2ccccc2s1)N1CCN(c2ccccn2)CC1
22. CC(C)(C)C1CCC(=NNC(=O)C(=O)NC2CCCCC2)CC1 (configuration not stated)
23. COC(=O)C(CCCCNC(=O)c1ccc([N+](=O)[O-])cc1)NC(=O)c1ccc([N+](=O)[O-])cc1 (configuration not stated)
24. COc1ccc(OC)c(N/C=C/C(=O)c2ccccc2)c1

compound no.,17,18,19,20,21,22,23,24
GLS inhibitor,2%,-4%,7%,-16%,6%,-4%,4%,24%
12-LOX inh,0%,-8%,-5%,?,-3%,23%,-29%,17%
BAZ2B inh,-12%,-3%,?,-6%,8%,-34%,-5%,-23%
HP1b chromo inh,20%,9%,-9%,65%[activator],48%,15%,18%,19%
JMJD2A Tudor,-9%,-23%,?,23%,2%,79µM*,-5%,-20%
PI4K2A block,-5,-2,1,-1,3,4,-4,-52*
G9a inh,10µM*,22%[12.7 µM],?,0%,-3%[12.7 µM],?,?,1%
ERG-DNA inh,-11%,-9%,2%,1%,-1%,.,6%,2%
RGS4 inh,-3%,8%,9%,1%,-42%,-32%,23%,-13%[56.9 µM]

25. COc1ccc(CCNC(=O)c2cccc(-n3cnnn3)c2)cc1
26. Cc1ccccc1Cc1c(C)nc2c(C(=O)NCc3ccco3)cnn2c1C
27. Cn1c(CNC(=O)Nc2cccc(Cl)c2)nnc1SCc1ccccc1
28. C=CCc1ccccc1OCCNCCCOC
29. Cc1cc(C(F)(F)F)n2nc(C(=O)O)c(Cl)c2n1
30. Cc1nc(-c2ccc(S(=O)(=O)N3CCN(c4ccc(F)cc4)CC3)cc2)co1
31. O=[N+]([O-])c1c(C(Cl)Cl)nn(-c2ccccc2)c1N1CCCC1
32. CCc1nc2sc(C(=O)O)c(N)c2c2c1CCCC2

compound no.,25,26,27,28,29,30,31,32
GLS inhibitor,-6%,?,-7%,12%,5%,-1%,0%,-3%
12-LOX inh,19%,?,0%,-18%,45µM*,-14%&0%,-2%,?
BAZ2B inh,.,?,7%,-35%,-5%,-26%,13µM*,-2%
HP1b chromo inh,23%,-12%,46%,-36%,22%,-5%[57 µM],?,66%[activator]
JMJD2A Tudor,-15%,?,-11%,2.5µM*,-13%,?,25µM*,-20%
PI4K2A block,5,-13,-1,5,-4,0,1,4
G9a inh,.,?,?,8.9µM*,9%[59 µM],-4%[59 µM],?,13%
ERG-DNA inh,-9%,5%,-3%,-1%,3%,-2%,.,5%
RGS4 inh,-13%,-41%,-13%,16%,?,8%,-3%,-3%

33. CCOC(=O)CC(=O)c1sc2c(c1N)c(=O)[nH]c(=O)n2-c1ccc(OC)cc1
34. O=C(c1cc2ccccc2oc1=O)N(Cc1ccco1)C1CCS(=O)(=O)C1 (configuration not stated)
35. Cn1c(C(=O)O)c(CC(=O)N2CCC(Cc3ccccc3)CC2)c2ccccc21
36. O=C1CC(c2ccco2)CC(O)=C1C=Nc1cc(Cl)cc(Cl)c1 (configuration not stated)
37. COc1cccc(CC(=O)OCC(=O)N(C)CC(=O)Nc2ccc(F)cc2)c1
38. Cc1ccccc1N(C(=O)CCC(=O)Nc1ccccn1)C(C(=O)NC(C)C)c1ccc(F)cc1 (configuration not stated)
39. C=CCc1ccccc1OCc1nc2ccc(C)cc2[nH]1
40. COc1cccc(-c2nn(C)c3sc(C(=O)N4CCOCC4)cc23)c1

compound no.,33,34,35,36,37,38,39,40
GLS inhibitor,0%,2%,9%,12%,3%,-9%,-11%,-15%
12-LOX inh,-23%,-3%,-6%,?,1%,-20%,-15%,-1%
BAZ2B inh,-3%,1%,-3%,?,29%,-1%,-1%,11%
HP1b chromo inh,27%,33%,-11%,-19%,35%,34%,69%[activator],39%[activator]
JMJD2A Tudor,1%,6%,-12%,?,-10%,-1%,8%,-23%
PI4K2A block,-5,4,-2,-4,-2,0,4,-6
G9a inh,19%,?,?,10µM*,-1%[0.501 µM],14%,9%[59 µM],-38%
ERG-DNA inh,5%,-2%,7%,2%,2%,-6%,1%,-2%
RGS4 inh,-23%,-8%,11%,-13%,0%,23%,-4%,13%

Compound profiles, from the list above. Values in the order: GLS inhibitor, 12-LOX inh, BAZ2B inh, HP1b chromo inh, JMJD2A Tudor, PI4K2A block, G9a inh, ERG-DNA inh, RGS4 inh
Cc1ccccc1N(C(=O)CCC(=O)Nc1ccccn1)C(C(=O)NC(C)C)c1ccc(F)cc1 (configuration not stated) is listed as -9%, -20%, -1%, 34%, -1%, 0, 14%, -6%, 23%
COc1cccc(-c2nn(C)c3sc(C(=O)N4CCOCC4)cc23)c1 is listed as -15%, -1%, 11%, 39%[activator], -23%, -6, -38%, -2%, 13%
O=C(c1cc2ccccc2oc1=O)N(Cc1ccco1)C1CCS(=O)(=O)C1 (configuration not stated) is listed as 2%, -3%, 1%, 33%, 6%, 4, ?, -2%, -8%
Cn1c(C(=O)O)c(CC(=O)N2CCC(Cc3ccccc3)CC2)c2ccccc21 is listed as 9%, -6%, -3%, -11%, -12%, -2, ?, 7%, 11%

New compounds follow
41. O=C(c1ccc(Cl)s1)N1CCOCC1
42. c1ccc(-c2nnc(SCc3nc4ccccc4[nH]3)n2Cc2ccco2)nc1
43. Cc1oc2c(c1C(=O)NCc1cc(C(=O)O)co1)CCCC2
44. COC(=O)Nc1cc(C)n(-c2ccccc2)n1
45. COc1cc(N2C(=O)CSC23C(=O)N(Cc2cccc(F)c2)c2ccccc23)cc(OC)c1OC (configuration not stated)
46. CCc1nnc(NC(=O)c2nc(SCc3ccc(F)cc3)ncc2Cl)s1

compound no.,41,42,43,44,45,46
GLS inhibitor,1%,-4%,1%,-8%,-3%,10%
12-LOX inh,5%,2%,9%,42%[activator],0%,3%
BAZ2B inh,0%,?,0%,6%,-21%,-22%
HP1b chromo inh,19%,14%,44%[activator],36%,27%,28%
JMJD2A Tudor,-1%,?,-7%[57.1 µM],6%,-8%,-14%
PI4K2A block,1,7,2,-1,2,-3
G9a inh,2%[59 µM],50µM*,-3%,.,?,?
ERG-DNA inh,-1%,-13%,3%,-6%,2%,1%
RGS4 inh,11%,-6%,-37%[56.9 µM],-14%,?,15%
